EphB4 antag: EphB4-ephrin-B2 interaction antagonists, primary screen, biochemical, TNYL-RAW peptide probe, fluorescence polarization; EphB4 LBD / TNYL-RAW-Alexa532 peptide; inhibition, % at 7 µM; 0.15% of 97,000 active; AID 720, 2007;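 active = inhibition above the screen-wide mean inhibition plus 3 SD, cut at about 15% in these data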;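 also: 0% = DMSO wells and 100% = excess unlabeled TNYL-RAW peptide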
S1P2 antag: human S1P2 receptor antagonists, primary screen, cell-based. AID 736, 2007. inhibition, % at 5 µM. cell-based S1P2 antagonist assay, inhibition at 5 uM. 0.21% of 97,000 active. Sphingosine 1-phosphate receptor 2 (Homo sapiens), O95136; in the data active = inhibition above about 45%;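 also: CRE beta-lactamase reporter cells expressing human S1P2 stimulated with S1P; 0% = agonist at EC80 alone and 100% = agonist plus reference antagonist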
Target sequence (O95136 whole entry, looked up): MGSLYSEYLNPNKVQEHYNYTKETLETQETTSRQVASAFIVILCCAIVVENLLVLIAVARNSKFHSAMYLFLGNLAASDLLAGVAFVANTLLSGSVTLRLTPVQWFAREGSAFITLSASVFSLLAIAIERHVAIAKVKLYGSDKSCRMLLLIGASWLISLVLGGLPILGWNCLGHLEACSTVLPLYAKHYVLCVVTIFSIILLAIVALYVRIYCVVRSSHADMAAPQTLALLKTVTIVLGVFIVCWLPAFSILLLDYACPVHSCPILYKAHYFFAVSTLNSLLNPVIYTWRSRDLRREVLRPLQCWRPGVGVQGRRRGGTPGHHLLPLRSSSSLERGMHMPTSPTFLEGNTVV
HIV Rev-RRE inh: HIV-1 Rev-RRE binding inhibitors, primary screen, biochemical, FRET, protein-RNA interaction; Rev peptide-RRE RNA binding; inhibition, % at 8 µM; 0.79% of 97,000 active;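 active = inhibition above the screen-wide mean plus 3 SD, cut at about 35% in these data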;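 also: 0% = median DMSO wells and 100% = median Neomycin B control wells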
Target sequence (P05866 whole entry, looked up): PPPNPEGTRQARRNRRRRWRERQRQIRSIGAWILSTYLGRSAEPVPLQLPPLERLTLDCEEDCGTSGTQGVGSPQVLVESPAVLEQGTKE
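Test system: Cy5-tagged RRE RNA duplex with fluorescein-tagged Rev peptide; Probe or stimulus: labelled Rev peptide; Schedule: 5 min preincubation and 15 min binding, 25 °C; Signal: FRET fluorescence readout; Evaluation: % inhibition from 671/540 nm acceptor-to-donor ratio, scaled between controls; Control set: DMSO and neomycin B.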
MT1-MMP txn act: MT1-MMP promoter reporter activation – cell-based, luciferase luminescence, primary screen | HT1080 MT1-MMP promoter luciferase reporter, overnight; stronger effect = higher value | activation factor at 10 µM | 0.16% of 86,000 active | AID 750, 2007;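 active = activation factor of at least 2 for MT1-MMP transcription at 10 µM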
PLK1 PBD inh: Plk1 polo box domain binding inhibitors, primary screen, biochemical, fluorescence polarization; Plk1 PBD phosphopeptide binding; inhibition, %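 (tested at about 20 µM)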; Serine/threonine-protein kinase PLK1 (Homo sapiens), P53350; 0.13% of 97,000 active; AID 693, 2007; in the data active = inhibition above about 34%, passing the limit was not always enough
Target sequence (P53350 whole entry, looked up, the tested form may be a part): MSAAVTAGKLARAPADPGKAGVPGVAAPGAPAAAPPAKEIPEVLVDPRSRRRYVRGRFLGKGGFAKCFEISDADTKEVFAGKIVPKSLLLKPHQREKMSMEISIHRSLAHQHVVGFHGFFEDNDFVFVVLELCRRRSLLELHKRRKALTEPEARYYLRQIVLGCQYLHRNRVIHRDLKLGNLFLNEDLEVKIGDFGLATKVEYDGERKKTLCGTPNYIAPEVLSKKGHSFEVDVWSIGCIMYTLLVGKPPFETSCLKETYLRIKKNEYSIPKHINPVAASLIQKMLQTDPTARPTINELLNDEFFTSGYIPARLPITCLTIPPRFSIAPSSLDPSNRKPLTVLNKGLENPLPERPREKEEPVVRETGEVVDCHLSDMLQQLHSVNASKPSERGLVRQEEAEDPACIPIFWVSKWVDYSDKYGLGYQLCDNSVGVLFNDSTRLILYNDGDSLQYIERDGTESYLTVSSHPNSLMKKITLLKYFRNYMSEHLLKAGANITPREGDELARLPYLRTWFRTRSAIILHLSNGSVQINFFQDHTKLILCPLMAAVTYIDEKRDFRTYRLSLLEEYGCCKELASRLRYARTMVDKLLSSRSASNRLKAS
PLK1 kinase inh: human PLK1 kinase inhibitors, primary screen, biochemical, TR-FRET. Serine/threonine-protein kinase PLK1 (Homo sapiens), P53350. recombinant PLK1 kinase, TR-FRET peptide phosphorylation. inhibition, % at 10 µM. 0.53% of 97,000 active;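 active = inhibition of 50% or more in the single-concentration screen; inactive = inhibition below 50%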;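 also: 0% = DMSO max control and 100% = H-89 dihydrochloride min control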
FAK blocker: FAK kinase inhibitors, primary screen, biochemical | biochemical FAK kinase activity assay | inhibition, %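 (tested at 7 µM)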 | Focal adhesion kinase 1 (Homo sapiens), Q05397 | 0.84% of 97,000 active; in the data active = inhibition above about 19%;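 also: 0% = DMSO and 100% = reference compound high control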
S1P2 agonist: S1P2 receptor agonists, primary screen, cell-based. Sphingosine 1-phosphate receptor 2 (Homo sapiens), O95136. S1P2-expressing cell line, agonist reporter read-out. activation, % at 4.5 µM. 0.46% of 97,000 active; in the data active = activation above about 16%;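 also: 0% = vehicle low control and 100% = maximal reference agonist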
PLAP activator: PLAP enzyme activators, biochemical, luminescence, HTS; 1.2% of 96,000 active; activation fold at 20 µM; purified PLAP enzyme, luminescent substrate read-out; stronger effect = higher value; Alkaline phosphatase, placental type (Homo sapiens), P05187; AID 696, 2007; in the data active = activation fold above about 2
* = called active by the depositor; . = not tested or not shown. Compounds as they come (roughly 3.9% active in at least one column).

SMILES | EphB4 antag | S1P2 antag | HIV Rev-RRE inh | MT1-MMP txn act | PLK1 PBD inh | PLK1 kinase inh | FAK blocker | S1P2 agonist | PLAP activator
CS(=O)(=O)N(Cc1ccccc1)c1ccc(C(=O)NC2CCCCC2O)cc1 (stereo unspecified) | 2 | 10 | 3 | 1.2 | 11 | -3 | 1 | -3 | 1.2
COC(=O)CCC(=O)c1oc2ccc(OC)cc2c1N | 3 | -3 | 4 | 1.3 | -20 | -7 | -1 | -2 | 0.9
O=[n+]1cc(-c2cccc3ccccc23)n([O-])c2c1CCC2 | 3 | 0 | 13 | 1 | -16 | -9 | -2 | -6 | 1.2
Cc1ccc2nc(NC(=O)CCn3c(=O)sc4ccccc43)sc2c1 | 5 | -6 | 0 | . | -4 | -6 | 2 | -2 | 1
CCOC(=O)c1c(NC(=O)Nc2cccc(Cl)c2)sc(C)c1C | 1 | -18 | 8 | 1.1 | 5 | -6 | 1 | -4 | 0.7
Cc1cccc(NC(=O)Cn2c(=O)n3nc(CCn4nc(C)cc4C)nc3c3ccccc32)c1 | -2 | 23 | 2 | 1.1 | 5 | -6 | 1 | -4 | 0.8
CC(C)(C)NC(=O)NC(=O)CSc1nnc2ccccn12 | 5 | 0 | 11 | 1.2 | -19 | -4 | -3 | -7 | 1.1
C=CCN1C(=O)N(/C=C/C)c2cccc3cccc1c23 | 9 | 1 | 15 | 1.1 | -5 | 2 | 8 | -2 | 1
COc1ccccc1NS(=O)(=O)c1ccc(NC(=O)CCNC(=O)c2ccco2)cc1 | -9 | -15 | 2 | 1.3 | -24 | -1 | -2 | -5 | 1.1
O=C(CN1CCN(Cc2ccccc2Cl)C1=O)NCC1CCCO1 (stereo unspecified) | . | . | . | 1.1 | -10 | -8 | . | . | 1.2
O=C(NCC(c1cccnc1)N1CCOCC1)C1CCCCC1 (stereo unspecified) | -6 | -11 | 5 | 1 | 13 | 5 | -9 | -6 | .
Cc1ccc(SCC(=O)c2cc(C)c(OC(=S)N(C)C)c(C)c2)cc1 | -1 | 0 | 9 | 1.9 | 19 | -12 | 1 | -5 | 1
CC1(C)CC(=O)C2=C(C1)Oc1ncn(CCO)c(=N)c1C2c1ccccc1 (stereo unspecified) | 0 | 31 | 2 | 1 | -8 | 0 | 7 | 1 | 1.5
CC(C)(C)n1nnnc1C(c1ccncc1)N1CCN(c2ccc(O)cc2)CC1 (stereo unspecified) | 1 | 5 | 3 | 1.2 | -26 | -28 | -3 | -6 | 1.3
Cc1occc1C(=O)Nc1cccnc1 | 0 | 15 | 8 | 1 | -48 | 10 | 2 | -1 | 1.1
Cc1ccc(S(=O)(=O)N2CCN(C3CCC(c4ccccc4)CC3)CC2)cc1 (stereo unspecified) | -4 | 21 | 12 | . | -2 | -10 | 4 | -8 | 1.3
CC1CCC(=C(C#N)C(=O)Nc2cccc(Cl)c2)CC1 (stereo unspecified) | 3 | -1 | 6 | 1.1 | 3 | -11 | 3 | 0 | 1
CCN(CC)C(=O)CSc1ncnc2c1nnn2-c1ccc(OC)cc1 | -7 | 6 | 0 | 1.7 | -25 | 4 | -1 | -2 | 0.9
O=C(N1CCOCC1)N1CCN(c2nc(-c3ccc(F)cc3)cs2)CC1 | -7 | 7 | 2 | 1.3 | -17 | 0 | -2 | -5 | 1.6
CCC(=O)Nc1ccc2c(c1)C(=O)N(C1CCCCC1)C2=O | -9 | -13 | 3 | 1.1 | 7 | -11 | 2 | -5 | 0.9
COc1ccc(-c2nc(N)n(C(C)=O)n2)cc1 | 1 | -4 | 11 | 1.1 | -27 | -7 | 2 | -4 | 1
COc1ccc(CNC(=O)COC(=O)c2cnccn2)cc1 | 0 | 9 | 2 | 1.2 | -22 | 1 | -1 | -6 | 1.1
C/C(=N\NC(=O)c1c(Cl)cnn1C)c1cccc(NC(=O)COc2ccccc2)c1 | -5 | -5 | 3 | . | -16 | -8 | -1 | -9 | 1.2
COC(=O)C1=C(N)N(c2ccccc2C(F)(F)F)C2=C(C(=O)CCC2)C1c1ccc2c(c1)OCO2 (stereo unspecified) | -5 | -3 | -1 | 1.1 | 17 | -21 | 2 | -6 | 1
CCC(CC)C(=O)NCCc1ccc(OC)cc1 | -9 | -27 | 4 | 1 | 19 | -14 | -2 | 0 | 0.7
SMILES | EphB4 antag | S1P2 antag | HIV Rev-RRE inh | MT1-MMP txn act | PLK1 PBD inh | PLK1 kinase inh | FAK blocker | S1P2 agonist | PLAP activator
CCOc1ccc(-c2nc(CSc3nncs3)cs2)cc1OC | -3 | -20 | 5 | 1.2 | 23 | -4 | 2 | 8 | 1.2
CCOc1cc(NC2CS(=O)(=O)CC2O)c(OCC)cc1NC(=O)c1ccccc1 (stereo unspecified) | -1 | 21 | -6 | 1 | -4 | 2 | 5 | -4 | 1
CCOC(=O)CN1C(=O)C(Sc2n[nH]c(-c3ccccc3)n2)CCc2ccccc21 (stereo unspecified) | 4 | 0 | 5 | . | 11 | -3 | -1 | -2 | 2*
N#C/C(=C\c1cn(CCOc2ccccc2)c2ccccc12)C(=O)NCc1ccco1 | -1 | 1 | -1 | . | 17 | -12 | -1 | 4 | 0.8
CC/C(O)=C(\C#N)c1nnc2n1CCCCC2 | 9 | -2 | 5 | 1.2 | 28 | -7 | -1 | -9 | 1.2
C=CCNC(=O)CCCOc1ccc(C)cc1 | 1 | 6 | 3 | 1.1 | 3 | -7 | -1 | -2 | 1.4
Cn1c(=O)c2c(SCc3ccccn3)nc(CC(C)(C)C)nc2n(C)c1=O | 6 | 4 | 4 | . | 1 | -10 | 1 | -5 | 1.5
O=C(CCl)Nc1cccn2ncnc12 | 1 | 10 | 4 | . | -7 | -10 | 1 | -1 | 1.2
O=c1cc(N2CCCCC2)c(-c2ccccc2)nn1Cc1ccc(Cl)cc1 | -1 | -6 | 4 | . | 10 | -11 | -6 | -4 | 0.9
Cc1ccc(NC(=S)Nc2nc(CC(=O)Nc3ccccc3)cs2)cc1 | 1 | 15 | 6 | . | 15 | -22 | -4 | -6 | 0.8
Cn1nccc1/C=C(/C#N)S(=O)(=O)c1ccccc1 | -8 | -9 | 19 | 1 | -1 | -11 | -1 | -1 | 0.9
O=C(OCn1ncc(Br)c(Br)c1=O)c1ccc(F)cc1 | -1 | 54* | -2 | 0 | -15 | -19 | 2 | -2 | 1
Cc1nc(C(=O)Nc2ccc(Cl)cc2Cl)nn1-c1cc(OC(C)C)c(Cl)cc1Cl | 4 | -1 | 5 | . | 9 | -10 | 1 | -6 | 1.2
CC(C)c1cc(C(=O)Nc2cc(Cl)ccc2O)no1 | 10 | 5 | 1 | 1.7 | 8 | -10 | -3 | -2 | 1.2
COc1cc2c(cc1OC)C1=C(C#N)CCC(=O)N1CC2 | 9 | -27 | 3 | 1 | 0 | -12 | 3 | 62* | .
C=CCOc1ccc(C2/C(=C(\O)c3c(C)[nH]c(C(=O)OC)c3C)C(=O)C(=O)N2CCN(C)C)cc1 (stereo unspecified) | 7 | 13 | 8 | 1.1 | 1 | -2 | -1 | -2 | 1
CC1(C)CC(C)(c2ccc(O)cc2O)N(c2ccc3ccccc3c2)C(=S)N1 (stereo unspecified) | -2 | -6 | -3 | 1.1 | 13 | -9 | 1 | -4 | .
COc1cccc(CNC(=O)c2cnc(-c3ccccn3)nc2C(F)(F)F)c1 | -9 | -9 | 0 | 1.2 | -17 | -7 | 1 | -1 | 1
CCC(C(=O)N1CCN(c2cccc(Cl)c2)CC1)c1ccccc1 (stereo unspecified) | -14 | -6 | 5 | 1.2 | 12 | -1 | -2 | -6 | 1.1
O=C(Nc1ccc2c(c1)CCC2)c1cc2ccccc2o1 | -4 | -13 | 12 | . | 3 | -8 | 0 | -1 | 0.7
Cc1[nH][nH]c(=O)c1C(c1c(C)[nH][nH]c1=O)c1cn(Cc2cccc3ccccc23)c2ccccc12 | 4 | -19 | 0 | . | -6 | -15 | 8 | -5 | 1.5
COc1ccc(C2CC(=O)c3sc(N)nc3C2)cc1 (stereo unspecified) | 2 | 7 | 3 | 1.2 | -15 | -6 | -6 | -2 | 0.9
c1cnc(NCCNc2ncccn2)nc1 | -2 | 9 | 7 | 1 | -28 | 2 | -7 | -2 | 1.1
CCCOc1ccc(NC2=CC(=O)CC(C)(C)C2)cc1 | -2 | -25 | -3 | 1.6 | 12 | -11 | 1 | -2 | 1
COc1ccc(Cl)cc1NC(=O)CN(C1CCCCC1)S(C)(=O)=O | 6 | 6 | 18 | 1.2 | -24 | -8 | 1 | -6 | 0.8
SMILES | EphB4 antag | S1P2 antag | HIV Rev-RRE inh | MT1-MMP txn act | PLK1 PBD inh | PLK1 kinase inh | FAK blocker | S1P2 agonist | PLAP activator
CC(=O)N=c1sc2cc(C)ccc2n1C | -6 | 7 | -5 | 1.3 | 3 | -10 | -3 | -2 | 1.1
Cc1ccnc(NS(=O)(=O)c2ccc(NS(=O)(=O)Cc3ccccc3)cc2)n1 | 5 | 4 | 1 | 1.1 | 5 | -11 | 1 | -2 | 0.8
O=C(CN1CCCC1)Nc1c2c(nc3ccccc13)N(Cc1ccccc1)CC2 | 3 | 13 | 5 | 1.3 | 7 | -40 | -1 | 0 | 2*
Cc1cccc(CCNC(=O)C2CCN(S(=O)(=O)c3c(C)nn(C)c3C)CC2)c1 | -4 | -2 | 9 | 1.2 | -4 | 5 | 5 | -6 | 1.3
CCOC(=O)C1CCCN(C(=O)C2CCN(S(=O)(=O)c3cccs3)CC2)C1 (stereo unspecified) | 1 | -25 | 2 | . | -1 | -11 | -1 | -1 | 1.7
CCC(=O)c1ccc(OCC(O)CN2CCN(c3cccc(C(F)(F)F)c3)CC2)cc1 (stereo unspecified) | 8 | 7 | 12 | 0.9 | -9 | -2 | 0 | 0 | 1.4
CC(C)CC(=O)N1CCN(S(=O)(=O)c2ccc(F)cc2)CC1 | 10 | 7 | 8 | 1.1 | -18 | -9 | -4 | -3 | 0.9
CCOC(=O)CSc1nnc(NCC(=O)OC(C)C)c(=O)[nH]1 | 0 | 9 | 8 | 1.1 | 10 | 14 | 0 | 2 | 1
CC(C)(C)c1ccccc1OCC(=O)Nc1ncn[nH]1 | -4 | -8 | -3 | 1.3 | 10 | -8 | -7 | -6 | 2*
Cc1nnc(Sc2cc(C(=O)NCc3ccco3)c3ccccc3n2)s1 | -2 | -3 | 3 | 1.4 | 1 | -8 | -2 | -3 | 1.1
CCCCn1c(SCC(=O)N2c3ccccc3Sc3ccccc32)nc2c1c(=O)n(C)c(=O)n2C | 7 | -35 | 0 | 1 | 2 | -6 | 2 | -1 | .
COCCOC(=O)C1=C(C)Nc2nc(C)nn2C1c1ccc(F)cc1 (stereo unspecified) | -2 | 10 | -4 | 0.9 | -10 | -13 | -1 | -4 | 1.1
O=C(Oc1ccccc1)c1c(Cl)cccc1P(=O)(O)O | 2 | 1 | 7 | 1 | 24 | -8 | 76* | -7 | 0.9

Compound profiles (already shown). Screens in order: EphB4 antag, S1P2 antag, HIV Rev-RRE inh, MT1-MMP txn act, PLK1 PBD inh, PLK1 kinase inh, FAK blocker, S1P2 agonist, PLAP activator
N#C/C(=C\c1cn(CCOc2ccccc2)c2ccccc12)C(=O)NCc1ccco1 as listed: -1, 1, -1, ., 17, -12, -1, 4, 0.8
O=C(NCC(c1cccnc1)N1CCOCC1)C1CCCCC1 (stereo unspecified) as listed: -6, -11, 5, 1, 13, 5, -9, -6, .
C/C(=N\NC(=O)c1c(Cl)cnn1C)c1cccc(NC(=O)COc2ccccc2)c1 as listed: -5, -5, 3, ., -16, -8, -1, -9, 1.2
COc1ccc(-c2nc(N)n(C(C)=O)n2)cc1 as listed: 1, -4, 11, 1.1, -27, -7, 2, -4, 1

Compound activity deposited in PubChem by several laboratories.
